G6PDH counter: inhibits Leuconostoc G6PDH, flagging false hits in G6PDH-based assays | 200,000 compounds, 0.12% hits | AID 1020 | inhibition, % at 5 µM | Purified L. mesenteroides G6PDH, diaphorase/resazurin coupled fluorescence, 45 min; in the data active = inhibition above about 50%
STAT3 act: activators of IL-6 induced STAT3 signaling. U3A cells, IL-6 STAT3-luciferase reporter, luminescence; 100% = signal with IL-6 EC80 alone. activation (% of control), % at 5.6 µM. 190,000 compounds, 0.91% hits. AID 871;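 active = activation above the screen-wide mean of compound activation plus 3 SD, cut at about 130% in these data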;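 also: 0% = background luminescence of wells with medium and substrate only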
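Material: STAT3-luciferase reporter U3A cells. Controls: IL-6-treated wells, 100% activation. Read-out: % activation versus median of IL-6-stimulated wells. Probe or stimulus: IL-6 stimulus at 33 ng/mL final. Timing: compound 1 h, then IL-6 6 h at 37 °C. Signal: reporter luminescence signal.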
Diaph act CS: diaphorase activation or chemical reduction counter-screen; activation factor at 20 µM; Diaphorase/resazurin coupled assay, resorufin fluorescence, 16 min; hits give high values; 1 = vehicle wells, 0 = NADH-free wells; 190,000 compounds, 0.005% hits;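 active = diaphorase activity raised at least twofold by the compound at 20 µM; inactive = activation factor below 2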
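Material: Purified diaphorase enzyme from Clostridium kluyveri | Buffer or medium: 50 mM HEPES pH 7.4 with 4.542 mM MgCl2, 0.005% Tween 20 | Times: 16 min enzyme reaction, ambient temperature | Signal: Red resorufin fluorescence at 544/590 nm excitation/emission | Measure: Increased resorufin signal from activators or reducing compounds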
Hsp70 activator: transcriptional activators of Hsp70 | HeLa Hsp70 promoter luciferase reporter, luminescence; scaled: vehicle 0, proteasome-inhibitor control 100% | activation, % at 10 µM | 200,000 compounds, 0.04% hits;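 active = activation above the mean across all tested compounds plus 3 SD, cutoff set per campaign, cut at about 5.5% in these data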;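 also: 100% = MG132 at 30 µM as the positive control and 0% = DMSO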
TLR4-MyD88 BLA: inhibitors of human TLR4-MyD88 binding; inhibition, % at 8.4 µM; O00206+Q99836; 200,000 compounds, 0.18% hits; HeLa CL3-4 TLR4/MyD88 BLA complementation, FRET ratio; in the data active = inhibition above about 25%;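 also: 0% = vehicle and 100% = reference inhibitor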
Target sequence (O00206 whole entry, looked up): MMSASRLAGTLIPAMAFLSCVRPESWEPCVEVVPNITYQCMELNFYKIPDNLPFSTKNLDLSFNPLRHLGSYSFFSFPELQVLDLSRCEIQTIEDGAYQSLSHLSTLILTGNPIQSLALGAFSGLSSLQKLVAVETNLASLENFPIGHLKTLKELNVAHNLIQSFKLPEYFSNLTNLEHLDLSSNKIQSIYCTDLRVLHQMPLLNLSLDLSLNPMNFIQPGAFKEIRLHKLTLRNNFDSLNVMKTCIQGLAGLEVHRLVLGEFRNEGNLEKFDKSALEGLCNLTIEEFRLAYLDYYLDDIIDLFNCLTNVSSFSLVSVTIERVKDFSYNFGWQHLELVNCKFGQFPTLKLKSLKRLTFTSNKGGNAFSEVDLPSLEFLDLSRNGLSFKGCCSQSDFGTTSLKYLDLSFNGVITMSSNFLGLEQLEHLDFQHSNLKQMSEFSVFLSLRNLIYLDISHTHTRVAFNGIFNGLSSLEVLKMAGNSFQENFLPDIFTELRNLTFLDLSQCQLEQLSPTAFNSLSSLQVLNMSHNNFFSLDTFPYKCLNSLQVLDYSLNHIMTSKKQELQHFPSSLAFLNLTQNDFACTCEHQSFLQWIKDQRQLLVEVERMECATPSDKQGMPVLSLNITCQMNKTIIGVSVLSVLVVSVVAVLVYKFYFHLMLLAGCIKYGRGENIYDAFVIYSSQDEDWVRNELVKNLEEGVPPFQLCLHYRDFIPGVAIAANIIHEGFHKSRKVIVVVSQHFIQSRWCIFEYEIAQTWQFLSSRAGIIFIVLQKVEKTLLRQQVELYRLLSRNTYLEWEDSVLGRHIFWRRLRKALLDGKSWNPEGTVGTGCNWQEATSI
Target sequence (Q99836 whole entry, looked up): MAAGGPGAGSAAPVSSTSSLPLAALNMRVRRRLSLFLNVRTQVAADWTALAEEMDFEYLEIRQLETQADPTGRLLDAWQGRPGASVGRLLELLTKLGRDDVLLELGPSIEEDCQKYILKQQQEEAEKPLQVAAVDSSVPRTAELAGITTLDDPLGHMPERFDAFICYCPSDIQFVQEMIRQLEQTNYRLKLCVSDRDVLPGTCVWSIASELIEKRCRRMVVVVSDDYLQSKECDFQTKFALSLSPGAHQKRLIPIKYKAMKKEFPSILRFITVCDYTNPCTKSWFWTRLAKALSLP
STAT3 blocker: STAT3 signaling inhibition | U3A cells, IL-6 STAT3-luciferase reporter, luminescence; host cell line lacks STAT1 | inhibition, % at 5.5 µM | 190,000 compounds, 0.89% hits | AID 862;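 active = inhibition above the mean inhibition across all screened compounds plus 3 SD, cut at about 44% in these data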;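 also: 0% = DMSO only wells and 100% = 100 µM nifuroxazide control wells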
STAT1 activator: STAT1 signaling activation. AID 932. 200,000 compounds, 2.6% hits. NIH 3T3 STAT1-luciferase reporter, IFN-gamma, luminescence; 100% = IFN-gamma alone, no compound. activation (% of control), % at 5.5 µM;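 active = activation above the screen-wide mean activation plus 3 SD, cut at about 130% in these data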;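 also: raw ratio to IFN-gamma control signal so 100% means no change and 0% no light; values of inactives mirror those of a sister screen read the other way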
STAT1 blocker: reduces IFN-gamma driven STAT1 reporter signal | NIH 3T3 STAT1-luciferase reporter, luminescence | inhibition, % at 5.5 µM | 200,000 compounds, 0.35% hits | AID 920;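 active = inhibition above a set limit, the mean inhibition across all tested compounds plus 3 SD, cut at about 34% in these data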;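 also: 0% = IFN-gamma with DMSO and 100% = IFN-gamma with 300 µM nifuroxazide; values of inactives mirror those of a sister screen read the other way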
APP 5UTR inh: APP translation inhibition | SH-SY5Y APP 5'UTR-luciferase reporter, luminescence | inhibition, % at 2 µM | 190,000 compounds, 0.82% hits | AID 1285;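 active = inhibition above a set limit, derived from the sample mean plus 3 SD, cut at about 45% in these data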; also: values of inactives mirror those of a sister screen read the other way
Diaph inh CS: counter-screen for diaphorase-based assays: diaphorase inhibitors and chemical oxidizers | diaphorase resazurin-to-resorufin fluorescence, NADH, 16 min; bacterial (C. kluyveri) enzyme, not human | inhibition, % at 20 µM | 190,000 compounds, 0.69% hits;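 active = primary screen inhibition at 20 µM above a set limit, cut at about 50% in these data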;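 also: plate controls were DMSO with full reaction for no effect and wells lacking NADH for full effect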
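Test system: Clostridium kluyveri diaphorase enzyme / Quantity: diaphorase at 0.14 U/mL in enzyme working solution / Incubation: 16-min room-temperature incubation before reading / Benchmarks: NADH-free wells as positive control, DMSO-only neutral wells / Signal: resorufin fluorescence 544/590 nm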
* hit, by the source's call; x = no result given.

entry	structure	G6PDH counter	STAT3 act	Diaph act CS	Hsp70 activator	TLR4-MyD88 BLA	STAT3 blocker	STAT1 activator	STAT1 blocker	APP 5UTR inh	Diaph inh CS
1	C=CCNc1nc(N(c2ccccc2)c2ccccc2)nc(-n2ccnc2)n1	7	97	1	0.0	-3	6	96	4	-4	0
2	CC(=O)N1CCCN(Cc2cn(-c3ccc(C)cc3)nc2-c2cccc(C)c2)CC1	17	89	0.9	-0.3	20	16	110	-13	-6	6
3	CCC(=O)N(C1=C(NC(C)C)C(=O)c2ccccc2C1=O)C(C)C	55*	102	0.8	0.2	-7	3	102	-4	-7	19
4	CCOC(=O)N1CCC(N2CCN(c3cc(C)ccc3C)CC2)CC1	-4	106	1	-0.3	3	-9	102	-2	6	2
5	CC(=O)c1ccc(O)c(CSc2nncn2C)c1	6	106	1.1	-0.2	-9	-6	99	0	-2	-7
6	Cn1c(N)c(C(=O)CSc2ccc3c(c2)OCCO3)c(=O)n(C)c1=O	0	85	0.7	-0.5	-4	24	98	2	1	25
7	CCc1ccc(N2C(=O)c3ccc4c5c(ccc(c35)C2=O)CC4)cc1	3	88	0.9	0.1	-9	17	96	4	4	11
8	O=C(NCCNC(=O)c1ccco1)c1ccc(F)cc1	6	104	0.9	-0.1	2	2	101	-2	-14	11
9	O=C(NN1C(=O)c2ccccc2NC1c1ccoc1)c1ccccc1 (centres undefined)	-3	102	0.9	0.1	2	4	108	-11	-17	11
10	Cc1cc(C)nc(NS(=O)(=O)c2ccc(NC(=S)NC(=O)c3cccnc3)cc2)n1	17	98	0.9	-0.4	-11	8	104	-6	15	9
11	CCCC(=O)N(Cc1cc2cccc(C)c2[nH]c1=O)c1ccccc1OC	2	100	0.9	-0.3	6	3	89	12	0	6
12	O=C(Nc1ccccc1)OCCNC(=O)c1ccccc1	10	98	1	0.0	0	8	103	-4	-7	0
13	CNc1ccc(SC#N)cc1	0	98	0.8	0.0	-16	7	92	8	9	20
14	C=C(C)C1CC=C(C)/C(=N/NC(=O)COc2cccc(C)c2)C1 (centres undefined)	3	83	0.8	0.0	0	22	105	-6	-7	24
15	N#Cc1c(N)sc(=S)c2c1CCCC2	2	105	0.8	-0.3	6	1	103	-4	-26	24
16	COc1ccc(C2/C(=C(/O)c3ccccc3)C(=O)C(=O)N2CCO)cc1 (centres undefined)	-3	103	0.8	-0.2	2	-1	98	2	-10	23
17	CCOc1ccccc1NC(=O)Cn1cnc2c(nnn2-c2cccc(OC)c2)c1=O	-1	100	0.8	-0.4	-2	0	90	11	18	25
18	CCCCC(=O)N1CC2(C)CN(C(=O)CCCC)CC(C)(C1)C2=O	-2	99	0.8	-0.1	8	5	108	-9	-5	18
19	COC(=O)c1ccccc1NC(=O)C1CCN(C(=O)c2cc(OC)cc(OC)c2)CC1	-16	101	0.9	-0.3	7	3	99	2	2	13
20	CCOC(=O)C1=C(CSc2nc3ccccc3s2)NC(=O)NC1c1ccc(OC)cc1 (centres undefined)	7	122	0.8	-0.6	10	-16	94	7	5	21
21	O=C1C(Cc2ccc(Br)cc2)SC(=Nc2ccccc2)N1c1ccccc1 (centres undefined)	4	110	0.7	-0.3	0	-11	106	-7	12	26
22	O=S(=O)(c1ccc2nc(-c3ccccc3)[nH]c2c1)N1CCN(c2ccc(Cl)cc2)CC1	3	108	1	-0.5	-5	-5	109	-10	-2	1
23	Nc1c(-c2ccsc2)cnc2ncnn12	-2	114	0.9	0.1	-5	-11	104	-4	8	8
24	C=CCn1c(SCC(=O)O)nnc1-c1ccccc1	-2	105	1	-0.1	6	-2	101	-2	-10	4
25	O=C(O)CCC(=O)NCc1ccc(F)cc1	7	101	0.9	-0.3	-11	5	102	-2	-11	7

Reprinted from the part before: 2 entries, then new ones.
entry	structure	G6PDH counter	STAT3 act	Diaph act CS	Hsp70 activator	TLR4-MyD88 BLA	STAT3 blocker	STAT1 activator	STAT1 blocker	APP 5UTR inh	Diaph inh CS
24	C=CCn1c(SCC(=O)O)nnc1-c1ccccc1	-2	105	1	-0.1	6	-2	101	-2	-10	4
25	O=C(O)CCC(=O)NCc1ccc(F)cc1	7	101	0.9	-0.3	-11	5	102	-2	-11	7
26	O=C(N/N=C\C=C\c1ccco1)c1cc(-c2ccc3ccccc3c2)n[nH]1	-61	100	0.6	-0.2	-2	3	133*	-37	-30	35
27	CCN(CC)S(=O)(=O)c1ccc(N2CCN(CCO)CC2)nc1	0	113	0.9	-0.1	-3	-10	97	3	-18	5
28	Nc1cc(C(=O)OCC(=O)NC(c2ccccc2)c2ccccc2)ccc1Cl	3	87	1	-0.3	-5	20	92	9	-7	1
29	CC(C)(C)C(=O)Nc1ccc(-c2cn3ccsc3n2)cc1	4	43	0.9	-0.4	2	72*	72	31	-158	12
30	CSc1cc(-c2ccccc2)n(C)c(=O)c1C#N	-9	98	1	0.0	-7	10	98	1	-3	-2
31	COc1cc2cc(CN(CCO)S(=O)(=O)c3ccccc3)c(=O)[nH]c2cc1OC	-1	104	0.9	-0.3	-3	-4	95	5	2	13
32	COCCCn1c(SCC(=O)N2CCCC(C)C2)nnc1-c1ccco1 (centres undefined)	-5	100	0.9	-0.4	-1	7	94	7	-2	6
33	CCOc1ccc2nc(N=NC3=C(O)CC(C)(C)CC3=O)sc2c1	-2	96	1.2	-0.1	-15	13	107	-7	24	-24
34	CCC(C)(C(=O)NC1CCCCC1)N(Cc1cccs1)C(=O)Cc1cccs1 (centres undefined)	-1	99	0.9	0.1	0	6	101	-1	7	14
35	CCC(=O)NC(Nc1nc2ccc(C)cc2s1)(C(=O)OC)C(F)(F)F (centres undefined)	0	96	0.8	-0.3	10	5	85	14	5	17
36	O=C(CSc1nc2c(c(=O)[nH]1)CCC2)Nc1cccc(Cl)c1	2	99	0.9	-0.1	-5	4	98	2	-6	7
37	CCOc1ccc2c(c1)nc(SCC(=O)c1cccs1)n2C	6	103	0.9	0.0	7	-2	121	-24	-6	10
38	CCOc1ccc(-c2ccc(/C=C3/C(=N)N4C(C)=CSC4=NC3=O)o2)c([N+](=O)[O-])c1	-12	104	0.8	0.1	0	-1	94	7	-18	25
39	COc1ccc(C(=O)NC2(C(F)(F)F)C(=O)Nc3c2c(=O)[nH]c(=O)n3CCc2ccc(OC)c(OC)c2)cc1 (centres undefined)	5	101	0.9	-0.3	2	3	100	0	-10	15
40	O=C(O)c1cc(NCc2c(F)cccc2Cl)ccc1N1CCOCC1	6	102	0.9	-0.3	-19	1	104	-4	-5	10
41	CCOC(=O)c1cc(NC(=O)N(CC)C2CCCCC2)c(C)nc1C	33	94	0.9	0.0	22	13	98	3	0	14
42	O=C(CNC(=O)C12CC3CC(CC(C3)C1)C2)OCc1cc(=O)n2cc(Br)ccc2n1	-5	106	0.9	-0.2	8	-5	95	5	14	6
43	Cc1ccnc(NS(=O)(=O)c2ccc(NC(=O)Cc3cccs3)cc2)n1	-10	110	0.8	-0.1	2	-10	98	2	-2	16
44	COCCn1c(SCc2csc(-c3ccccc3)n2)nc2ccccc21	4	91	0.9	-0.3	-11	15	90	9	-16	9
45	O=C(Nc1cccc(C(F)(F)F)c1)c1cccc(NS(=O)(=O)c2ccc(Br)c(C(=O)O)c2)c1	10	104	0.9	0.3	-13	4	107	-7	18	6
46	CCOc1ccc(CNC(=O)CCc2cn(C)c3ccccc23)cc1OC	4	104	1.1	-0.2	1	2	93	6	-11	-7
47	CCN(CC)C(=O)COc1ccc(-c2ccccc2)cc1	0	93	0.9	0.5	-1	10	132*	-35	-33	12
48	CSCCC(NS(=O)(=O)c1ccc2c(c1)oc(=O)n2C)C(=O)NC1CCN(Cc2ccccc2)CC1 (centres undefined)	6	97	0.8	-0.1	-7	14	106	-7	-2	24
49	Cc1cccc(C(=O)NCCc2csc(C)n2)c1	-1	99	0.9	-0.3	5	6	105	-5	3	12
50	Cc1ccc(C(=O)CC(c2cccs2)S(=O)(=O)c2ccc(C)cc2)cc1 (centres undefined)	8	108	0.9	-0.5	10	-8	111	-12	-56	6
51	O=C(NCCCn1ccnc1)Nc1ccc(Cl)cc1Cl	13	88	0.9	0.0	1	18	93	8	11	10
52	CC(=O)Nc1cccc(-c2nc3ccccc3c(=O)o2)c1	-12	91	0.9	-0.1	-3	12	95	5	7	10
53	Cc1nc2nc(SCC(=O)NCc3ccco3)nn2c(C)c1Cc1ccccc1	12	95	0.8	-0.4	-12	7	106	-7	4	22
54	CCOC(=O)N1CCN(C(=S)Nc2ccc(C)cc2C)CC1	-1	97	1.1	0.1	0	7	96	2	-5	-8
55	CC[C@@H](C)C(NC(=O)OC(C)(C)C)c1cn([C@@H](Cc2ccc(O)cc2)C(=O)N2CCN(C(=O)OC(C)(C)C)CC2)nn1 (some centres undefined)	8	x	1	0.1	-5	x	99	3	8	-4

Source: PubChem BioAssay (several laboratories)
